# HTRA1 inh = HTRA1 (human) protease inhibition; AID 504803; inhibition, % at 5.96 µM; Q92743; recombinant HTRA1, FP-rhodamine activity-based probe, fluorescence polarization; 340,000 compounds, 0.5% hits; in the data active means inhibition above about 36%;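 further: 0% = enzyme with DMSO and 100% = wells lacking enzyme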
# Target sequence (Q92743 whole entry, looked up): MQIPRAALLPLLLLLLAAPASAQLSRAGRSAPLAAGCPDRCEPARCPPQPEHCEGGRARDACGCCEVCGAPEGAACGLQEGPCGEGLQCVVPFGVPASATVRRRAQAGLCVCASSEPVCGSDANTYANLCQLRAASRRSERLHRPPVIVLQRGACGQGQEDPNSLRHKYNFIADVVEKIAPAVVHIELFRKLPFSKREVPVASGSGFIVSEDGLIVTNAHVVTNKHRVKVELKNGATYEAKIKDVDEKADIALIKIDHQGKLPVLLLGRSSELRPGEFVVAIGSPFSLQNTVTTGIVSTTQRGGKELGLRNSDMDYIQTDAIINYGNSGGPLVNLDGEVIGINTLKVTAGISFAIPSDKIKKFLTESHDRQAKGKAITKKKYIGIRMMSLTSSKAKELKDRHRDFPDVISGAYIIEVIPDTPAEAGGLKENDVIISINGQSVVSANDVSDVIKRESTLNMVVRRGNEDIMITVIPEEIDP
# TCR-CD3 inh = human TCR-CD3 binding inhibition; 360,000 compounds, 0.37% hits; TAMRA-labeled TCR probe fluorescence, biochemical; inhibition, % at 9.4 µM; AID 651800; in the data active means inhibition above about 19%;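 further: recombinant mutant TCR 2C K166C tagged with TAMRA read by polarization; 0% = receptor in buffer alone and 100% = receptor with positive control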
# SIAE inh = human SIAE inhibition, primary screen | SIAE FP-Rh probe binding, fluorescence polarization | AID 1053197 | 370,000 compounds, 0.69% hits | inhibition, % at 9.66 µM;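 active means inhibition above a cutoff: mean of compounds within the control limits plus 3 SD of those, cut at about 17% in these data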;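 further: 0% = plate median of compound wells and 100% = probe without SIAE protein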
# Target sequence (Q9HAT2 whole entry, looked up): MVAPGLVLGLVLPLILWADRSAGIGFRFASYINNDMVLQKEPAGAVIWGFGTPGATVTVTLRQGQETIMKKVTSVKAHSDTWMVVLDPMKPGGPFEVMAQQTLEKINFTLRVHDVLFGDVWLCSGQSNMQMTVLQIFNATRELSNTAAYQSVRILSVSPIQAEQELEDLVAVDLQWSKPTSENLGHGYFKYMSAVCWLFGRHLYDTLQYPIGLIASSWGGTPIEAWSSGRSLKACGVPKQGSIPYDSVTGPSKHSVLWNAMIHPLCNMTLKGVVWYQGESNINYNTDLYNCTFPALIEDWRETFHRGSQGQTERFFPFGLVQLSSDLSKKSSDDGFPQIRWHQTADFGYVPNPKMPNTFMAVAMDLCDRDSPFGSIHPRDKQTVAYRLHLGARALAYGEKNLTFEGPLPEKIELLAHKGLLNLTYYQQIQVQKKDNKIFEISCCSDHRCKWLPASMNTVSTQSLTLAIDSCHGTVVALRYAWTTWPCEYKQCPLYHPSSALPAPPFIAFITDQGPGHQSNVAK
# NPR2 activator = GC-B (human) receptor activation. P20594. HEK293-GC-B cells, CNP EC30, cGMP TR-FRET; 0% at EC30 CNP, 100% saturating CNP. activation, % at 10 µM. 370,000 compounds, 0.11% hits;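 active means activation at 10 µM reaching about 35% in either raw or pattern-adjusted values, limit read from the data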
# ABHD4 inh = ABHD4 (mouse) inhibition, primary FP screen; purified mABHD4, FP-Rh probe fluorescence polarization; inhibition, % at 8.92 µM; 370,000 compounds, 0.54% hits; AID 720543;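 active means inhibition exceeding the mean over every tested compound plus 3 SD, cut at about 30% in these data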;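 further: 0% = plate median of compound wells and 100% = S159A mutant with DMSO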
#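 assay system = mABHD4 protein | compound dosing = single nominal dose of 8.92 µM, 0.89% DMSO final | read-out basis = percent inhibition of probe binding, normalized to plate controls | schedule = Enzyme–compound pre-incubation 45 min, then probe 60 min, both 25 °C | detection = fluorescence polarization, excitation 525 nm, emission 598 nm, BODIPY TMR filters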
# TDP2 absorb = blocks human TDP2 phosphodiesterase activity. recombinant TDP2, T5PNP hydrolysis, p-nitrophenol absorbance 415 nm. inhibition, % at 12.8 µM. 370,000 compounds, 0.34% hits. AID 720702;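 active means inhibition above the mean of all tested compounds plus 3 SD, set per campaign, cut at about 25% in these data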;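 further: 0% = DMSO with enzyme and 100% = buffer with substrate but no TDP2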
#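 Evaluation: % inhibition relative to enzyme-containing and enzyme-free wells. Material: recombinant human TDP2. Benchmarks: enzyme-free and DMSO wells. Timing: enzyme reaction with compound for 2 h at 37 °C. Compound dosing: 12.8 µM only. Measured by: p-Nitrophenol epi absorbance. Reagent: T5PNP substrate at 5 mM, a TopII-DNA adduct mimic. Replication: single well per compound.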
# rCAG RNA binder = r(CAG) repeat RNA binding; inhibition, % at 3 µM; 370,000 compounds, 1.3% hits; TO-PRO-1 dye displacement fluorescence; AID 651821;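 active means inhibition above the plate cutoff, the mean of all test compounds on that plate plus 3 SD, cut at about 35% in these data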;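 further: 0% = DMSO alone and 100% = 100 µM mitoxantrone as full dye displacement; higher means more dye released from RNA so lower well fluorescence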
# PRMT1 inh = PRMT1 (human) inhibition, primary screen. Q99873. recombinant PRMT1, activity-based probe fluorescence polarization. inhibition, % at 2.79 µM. 370,000 compounds, 1.3% hits;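 active means inhibition above about 21% made by adding two undisclosed values, limit read from the data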
# MBD2 inh = blocks human MBD2 binding to methylated DNA; Q9UBB5; TR-FRET, MBD2 binding to methylated oligonucleotide; inhibition, % at 4.4 µM; 370,000 compounds, 0.31% hits; AID 686964; in the data active means inhibition above about 13%
# LEDGF integ inh = blocks HIV-1 LEDGF/p75-dependent DNA integration; TR-FRET IN-LEDGF/p75 DNA integration, Eu/Cy5; inhibition, % at 3.7 µM; 370,000 compounds, 0.64% hits; AID 743269;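 active means inhibition above the screen-wide mean plus 3 SD, cut at about 13% in these data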;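 further: signal is the Cy5 over europium emission ratio at 671 and 618 nm; 0% = plate median of compound wells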
# The depositor's hits bear a star; . = not tested or not shown. Only part of the results is shown (hit frequency here may not be typical).
SMILES,HTRA1 inh,TCR-CD3 inh,SIAE inh,NPR2 activator,ABHD4 inh,TDP2 absorb,rCAG RNA binder,PRMT1 inh,MBD2 inh,LEDGF integ inh
CC1CN(C(=O)c2cc3c(=O)n4ccccc4nc3n2C)CC(C)O1 (stereo unspecified),-1,0,-7,4,-2,7,-2,4,0,-2
CCN(CC)c1ccc(NC(=O)c2cccc(C)c2)cc1S(=O)(=O)Nc1ccccc1OC,-76,7,-44,-2,-43,-5,14,34*,-2,-2
COc1ccc(OC)c(/C=N/NC(=O)c2cc[n+](Cc3ccccc3)cc2)c1,9,2,8,-1,0,2,5,0,-6,3
O=C(Cn1ccc([N+](=O)[O-])n1)Nc1nccs1,12,-6,3,-2,5,-16,5,-3,0,2
C=CCN(C(=O)CSC1=NC(=O)CN1C(C)=O)c1nc(C)c(-c2ccccc2)s1,-8,0,7,-3,-8,5,2,5,-2,-2
O=C(Cn1[nH]c(=O)c2ccccc2c1=O)NCC1COc2ccccc2O1 (stereo unspecified),-2,2,2,-2,9,-3,2,4,5,-4
Cc1ccc2nc(/C(C#N)=C\c3ccc(N4CCOCC4)o3)[nH]c2c1,17,-6,7,3,17,3,-5,20,-8,5
COC(=O)[C@]12C[C@H](CC(=O)N3CCOCC3)C(=O)N(CCC3=CCCCC3)C1=C[C@H](C1CCCC1)O[C@@H]2C,.,.,0,2,-1,6,1,-1,-4,-3
COc1ccc(CC(=O)Nc2ccc(S(=O)(=O)Nc3nc(C)cc(C)n3)cc2)cc1,-4,5,-5,4,0,0,14,-2,1,0
Cc1ccc(OCCOc2ccc(Br)cc2/C=N\NC(N)=O)cc1,-11,-3,7,-1,2,-8,-1,-2,-2,0
O=C(CCS(=O)(=O)c1ccc(F)cc1)Nc1nc(-c2ccncc2)cs1,2,-1,12,3,-9,5,-4,-1,-2,-2
Cc1cccc(Sc2ccc([N+](=O)[O-])cc2[N+](=O)[O-])n1,-11,-3,0,6,-2,-8,-1,4,-2,-2
COc1ccc(CN2CCN(C(=O)CCC(=O)Nc3nnc(C4CCCCC4)s3)CC2)cc1F,-6,9,-1,0,-5,-8,-1,-2,-5,0
C=CCCN(C(C(=O)OC)C(C)C)S(=O)(=O)c1ccccc1Br (stereo unspecified),-9,2,-3,0,-8,-3,-6,0,1,2
C=CCn1c(=NC(=O)c2ccc(S(=O)(=O)N3CCc4ccccc4C3)cc2)sc2cc(S(N)(=O)=O)ccc21,-78,31*,-61,4,-38,4,27,1,2,-3
Cc1ccc(SCCNC(=O)c2ccccc2)cc1,-2,1,-2,2,-5,3,-3,4,-4,0
CCOC(=O)CC(=O)CSc1nc(N)c(C#N)c(-c2ccc(Cl)cc2)c1C#N,-29,5,1,-10,-6,0,9,2,4,-1
CCc1ccccc1NC(=O)CN(C)C(=O)c1cc(C2CC2)nc2c1cnn2C(C)C,8,3,-4,-4,-1,5,-2,0,-3,1
O=C(C(=O)N1CCN(c2ccccc2)CC1)c1cn(CC(=O)N2CCCCCC2)c2ccccc12,-1,-2,1,0,-2,-5,-7,0,4,-1
COc1ccc(CN(C)CC(=O)Nc2cc(OC)c([N+](=O)[O-])cc2C)c(OC)c1,-6,-9,2,-13,-1,4,3,0,6,5
CCCCNC(=O)CCn1c(=O)c2cccn2c2ccc(F)cc21,-3,-3,-3,-3,2,3,-6,3,8,-1
CN(CCc1ccccn1)Cc1ccc(Cl)c(Cl)c1,-13,-1,13,-7,8,1,-6,-8,6,3
CC(C)CNC(=O)c1noc2c1CCCC2,10,2,-3,-5,3,2,0,4,-3,2
CCn1c(CCC(=O)Nc2nc3c(s2)CCCC3)nc2cc(S(=O)(=O)N(C)C)ccc21,-7,-10,-2,-4,-9,0,4,3,6,5
CC(=O)c1ccc(NC(=O)[C@@H]2CCCN2C(=O)OC(C)(C)C)cc1,5,-6,-2,2,4,8,-1,0,1,-1
COc1ccc2oc(=O)c(C(=O)NC3CCCCCC3)cc2c1,-3,9,-5,-3,6,-1,-3,-2,-1,4
O=C(CN1CCCC1)NC(c1ccccc1)c1ccccc1,-6,7,16,2,12,23,0,-2,-1,-1
c1ccc(-c2cc3c(ccc4nonc43)nn2)cc1,0,-5,-2,-3,1,4,-1,1,-3,0
COc1ccc(C2=NS(=O)(=O)N(C)C(C(=O)NCc3ccccc3)=C2)cc1OC,1,4,-4,-7,-2,4,5,-3,-1,6
C/C(=N\Nc1ccccc1)c1cccs1,2,2,7,-1,-2,-3,8,-2,-3,1
O=Cc1c(NCc2ccc(Cl)cc2)c2ccccc2[nH]c1=O,-12,7,2,2,2,9,-2,-4,4,0
Cc1cc(C(=O)NNC(=O)c2cccs2)c(C)o1,-8,-2,16,12,2,-3,1,-5,-4,0
OCC1(Cc2ccccc2C(F)(F)F)CCN(Cc2ccc3c(c2)CCO3)CC1,2,1,1,-1,-3,5,-5,-1,0,0
CN(CC(=O)N1CCCCC1)S(=O)(=O)c1cccc2cccnc12,-2,6,-2,-3,3,5,1,-3,0,4
O=C1CCCN2N=C(SCC(=O)Nc3ccc(F)cc3F)SC2=N1,4,-5,14,4,1,10,5,0,10,2
Cc1ccc2nc(/C(C#N)=C\c3ccc(Oc4ccc(C(F)(F)F)cc4[N+](=O)[O-])cc3)[nH]c2c1,-21,3,1,1,8,-4,7,0,-2,1
COc1ccc(C)c2sc(=NC(=O)C(C)C)n(C)c12,-3,-2,1,-7,-2,2,1,-3,2,2
COC(=O)C1=C(C)NC(=O)NC1c1c(O)ccc2ccccc12 (stereo unspecified),-7,2,12,2,2,14,1,-1,-5,2
O=C(Nc1cccc(F)c1)N1CCN(C(=O)c2ccco2)CC1,0,-1,-3,4,0,-8,-1,2,5,-1
CC(C)N(Cc1ccccc1)C(=O)CN1C(=O)NC2(CCCCCC2)C1=O,-1,3,1,7,4,5,-2,0,0,-3
CC/C(C)=N/NC(=O)c1[nH]c2ccc(C)cc2c1-c1ccccc1,-59,-5,2,3,8,-16,6,3,1,-5
COc1ccc(CCNC(=O)c2nnn(-c3ccccc3OC)c2N)cc1OC,3,8,12,3,4,10,-6,0,-2,-1
O=c1[nH]c(SCc2cccc(F)c2)nc2ccccc12,-15,-6,9,-5,-4,-9,4,-3,-3,5
Cc1cc(NS(=O)(=O)c2c(C)[nH]c(=O)[nH]c2=O)ccc1Br,-4,4,-1,-1,0,-4,4,-3,-1,0
CC(=O)OC[C@@H]1CN(Cc2ccccc2)C[C@H](n2cnc3c(NCc4ccc(F)cc4)ncnc32)O1,.,2,-1,0,-8,-6,2,0,-1,-1
CCOc1cc(/C=N/n2cnnc2)ccc1OS(=O)(=O)c1ccc(C)cc1,-14,-5,-6,0,-9,-8,-2,3,14*,-6
CCc1nc2c(OCCn3cccc3)cccn2c1N(C)C(=O)c1ccc(OC)cc1,.,5,1,4,6,2,9,2,-3,4
NC(=O)CC1(CC(=O)O)CCCCC1,1,2,-8,2,-1,-8,-2,2,-5,1

# Reprinted at random: three entries already listed, in no set order.
SMILES,HTRA1 inh,TCR-CD3 inh,SIAE inh,NPR2 activator,ABHD4 inh,TDP2 absorb,rCAG RNA binder,PRMT1 inh,MBD2 inh,LEDGF integ inh
COc1ccc(CCNC(=O)c2nnn(-c3ccccc3OC)c2N)cc1OC,3,8,12,3,4,10,-6,0,-2,-1
CCc1nc2c(OCCn3cccc3)cccn2c1N(C)C(=O)c1ccc(OC)cc1,.,5,1,4,6,2,9,2,-3,4
CCOc1cc(/C=N/n2cnnc2)ccc1OS(=O)(=O)c1ccc(C)cc1,-14,-5,-6,0,-9,-8,-2,3,14*,-6

# (cont.)
SMILES,HTRA1 inh,TCR-CD3 inh,SIAE inh,NPR2 activator,ABHD4 inh,TDP2 absorb,rCAG RNA binder,PRMT1 inh,MBD2 inh,LEDGF integ inh
O=C(Nc1nc2ccc(S(=O)(=O)N3CCCC3)cc2s1)c1ccco1,-3,-4,-8,1,-8,-17,8,0,-4,5
Cc1occc1C(=O)N/N=C/c1cccnc1,0,0,2,-3,3,-3,-4,2,4,4
O=C(NCC(c1ccco1)N1CCN(c2ccc(F)cc2)CC1)C(=O)NC1CCCC1 (stereo unspecified),0,3,0,6,-6,0,-3,2,5,-3
Nn1c(SCC(=O)NNC(=O)c2ccccc2)nnc1-c1ccccc1F,1,-6,5,7,1,-12,-3,1,5,1
CN1CCN(c2nc3c(c(=O)n(C)c(=O)n3C)n2Cc2cccc(Br)c2)CC1,1,-1,-2,-5,-1,-2,-11,3,-4,-3
Clc1cccc(Cl)c1Cn1cc(Br)cn1,-9,-4,-3,-6,7,8,-3,-2,2,-4
CCCCN1CCc2c([nH]c3ccccc23)C1=O,2,3,-6,0,5,-1,-4,-1,1,-2
COC(=O)C(C(=O)Nc1ccccc1C)C1CCCC1 (stereo unspecified),3,5,-6,5,-8,-14,2,5,3,0
COc1ccc(-c2cnc3c(c2)C(=O)N([C@H](C)CO)C[C@@H](C)[C@@H](CN(C)C(=O)NC2CCCC2)O3)cc1,7,-7,1,3,-18,5,1,-4,-6,4
Cc1cccc(OCC(=O)NNC(=O)c2cc3ccccc3oc2=O)c1,-2,-8,-4,-3,-6,-6,2,-3,-3,1
CCOc1cc(C(=O)NC(C)COC)cc(OCC)c1OCC (stereo unspecified),5,-4,-2,5,-1,12,-7,3,1,-6
O=C(NCCNC(=O)c1ccco1)c1ccco1,-1,4,0,3,3,10,0,-2,-3,-1
CCOC(=O)c1cccnc1SCC(=O)N(CC)c1cccc(C)c1,-6,4,9,1,-4,5,-7,0,-4,1
Cc1cccc(OCCNC(=O)c2ccc(Oc3ccc(C(F)(F)F)cc3[N+](=O)[O-])cc2)c1,-53,8,-19,.,-25,-4,3,3,2,0
O=C(Nc1ccncc1)C1CCC(CNS(=O)(=O)c2cccc3nsnc23)CC1 (stereo unspecified),3,3,2,2,2,-3,5,-1,0,0
O=C(CCC(=O)N1CCCC1)Nc1nnc(C2CCCCC2)s1,-2,2,4,4,-3,9,-7,0,-1,2
Cn1c(=O)[nH]c(=O)c2c1nc(CN1CCN(c3cccc(Cl)c3)CC1)n2CCCc1ccccc1,0,6,6,-7,-4,2,4,-2,-3,2
CON(C)c1nc(NCC(C)C)nc(OCC#N)n1,7,-4,12,1,-6,9,-3,0,-5,1
Cc1nc(N(CCO)C2CCCCC2)c2nnn(Cc3ccccc3)c2n1,-21,-10,-5,6,-5,8,-6,1,-2,-1
COc1cc(/C=N/NC(=O)CCC(=O)Nc2ccc(F)cc2)ccc1O,4,-1,3,1,5,-5,2,2,-1,-1
COc1cc(F)c(C2=CC(=O)C[C@H](c3ccc(F)cc3)C2)cc1F,-3,3,1,-3,5,-4,-4,-1,2,1

# Screening results: PubChem BioAssay, several laboratories
